# Screens: PubChem, Broad Institute
# RAD52 inh: inhibitors of human RAD52 DNA annealing; recombinant RAD52 DNA annealing, FRET fluorescence; AID 651710; hit rate 0.46% among 360,000; inhibition, % at 18.7 µM;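 active means every replicate showing at least 50% inhibition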
# F508del corr: CFTR F508del correction in bronchial cells | CFBE cells, YFP halide quenching; stimulated with forskolin plus potentiator P3; % fluorescence drop versus neutral controls | activity (quench increase), % at 7.58 µM | AID 720511 | hit rate 0.36% among 350,000;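 active means mean added fluorescence quench of at least 8% versus neutral control, with both replicates also reaching 8%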;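 further: cells transiently co-express mutant CFTR-F508del with the halide-sensitive YFP; corrector assay measuring rescue of mutant channel to the surface after 24 h compound exposure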
# XiGFP reactiv: reactivates the inactive X chromosome in mouse fibroblasts; XiGFP mouse fibroblasts, % GFP-positive cells imaging, 3 d; cells co-treated with 5-aza-dC sensitizer; scaled so ellipticine positive control = 100%; hit rate 0.055% among 360,000; activation, % at 7.58 µM;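 active means mean normalized replicate activation at least 10% and every replicate at or above 10%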;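 further: 0% = median of on-plate neutral control wells and 100% = ellipticine 6 µM median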
#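 System: 68-5-11 XiGFP fibroblast line | Buffer or medium: DMEM containing 5-aza-dC | Compound: Single point | Times: Compounds 3 days, fix/stain 15 min at room temperature | Benchmarks: Positive control ellipticine, 6 µM final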
# ERAP1 inh: inhibitors of human ERAP1 aminopeptidase; Q9NZ08; recombinant ERAP1, Leu-AMC fluorescence, 60 min; inhibition, % at 10.7 µM; hit rate 0.15% among 340,000;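 active means mean replicate inhibition of at least 30%, or all replicates individually reaching that 30% level; inactive means mean below 30% and not every replicate reaching it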;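 further: 0% = neutral control wells and 100% = L-leucinethiol positive control wells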
# Target sequence (Q9NZ08 whole entry, looked up): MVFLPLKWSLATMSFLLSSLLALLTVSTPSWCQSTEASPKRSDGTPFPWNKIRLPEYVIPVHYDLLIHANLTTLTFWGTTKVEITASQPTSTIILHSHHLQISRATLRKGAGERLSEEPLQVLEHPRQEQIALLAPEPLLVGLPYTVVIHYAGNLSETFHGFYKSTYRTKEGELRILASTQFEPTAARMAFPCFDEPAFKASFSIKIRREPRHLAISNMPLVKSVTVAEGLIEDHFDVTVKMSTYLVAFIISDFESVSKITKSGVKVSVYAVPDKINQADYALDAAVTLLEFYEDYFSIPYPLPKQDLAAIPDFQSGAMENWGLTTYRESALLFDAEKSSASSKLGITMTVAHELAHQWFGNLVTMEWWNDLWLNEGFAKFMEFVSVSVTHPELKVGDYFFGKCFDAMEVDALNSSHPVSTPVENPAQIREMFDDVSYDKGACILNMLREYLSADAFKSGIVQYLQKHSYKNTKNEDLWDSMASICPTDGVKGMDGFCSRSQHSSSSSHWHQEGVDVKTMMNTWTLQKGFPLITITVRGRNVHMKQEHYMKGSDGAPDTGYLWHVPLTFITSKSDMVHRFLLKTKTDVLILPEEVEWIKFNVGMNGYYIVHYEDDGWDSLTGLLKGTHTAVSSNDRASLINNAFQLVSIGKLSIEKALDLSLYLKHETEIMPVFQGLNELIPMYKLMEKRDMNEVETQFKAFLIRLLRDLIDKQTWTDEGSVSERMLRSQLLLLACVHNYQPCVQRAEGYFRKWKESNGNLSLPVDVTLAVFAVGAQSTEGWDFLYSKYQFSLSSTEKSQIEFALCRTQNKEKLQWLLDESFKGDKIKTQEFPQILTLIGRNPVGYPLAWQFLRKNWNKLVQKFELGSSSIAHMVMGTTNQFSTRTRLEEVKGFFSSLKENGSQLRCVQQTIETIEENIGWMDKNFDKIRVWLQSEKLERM
# GSIS activator: GLuc luminescence reporter in INS-1E cells, primary screen for activators of glucose-dependent secretion of insulin; INS-1E GLuc reporter insulin secretion, 2-3 h; activation, % at 16.6 µM; hit rate 0.61% among 370,000; AID 743287;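 active means lowest replicate activation of at least 40%, so every replicate reaches that level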;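 further: 0% = median of neutral control wells and 100% = median of IBMX positive control wells; some compounds called inactive have numbers as strong as hits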
# RAD54 branch: RAD54 (human) branch migration inhibition. inhibition, % at 10.4 µM. hit rate 0.14% among 360,000. RAD54 Holliday junction branch migration, FAM/BHQ fluorescence. Q92698. AID 602329;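 active means mean normalized replicate activity at least 40 and at least half of replicates scoring 40 or more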;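 further: 0% = median of neutral control wells and 100% = median of positive control wells; inhibitors cause a drop in the FAM fluorescence signal; in these data hits start at about 50%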
# ARNT-TACC3 inh: disrupts binding between human ARNT and TACC3; Q9Y6A5; AlphaScreen His-ARNT PAS-B/GST-TACC3 binding, luminescence; TACC3 fragment carries E629A point mutation; inhibition, % at 9.99 µM; hit rate 0.66% among 390,000; AID 623870;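 active means mean inhibition of replicates at least 50% and at least half of replicates each reaching 50%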;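 further: 0% = complete ARNT plus TACC3 wells and 100% = ARNT alone without TACC3; many hits fall short of the cut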
# esBAF inh: blocks esBAF chromatin remodeling in mouse ES cells; Bmi1-luciferase knock-in reporter, 24 h; 100% = twice the neutral-well signal; reporter increase, % at 12.5 µM; hit rate 2% among 350,000; AID 602393; in the data active means activation above about 40%;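 further: 0% = median of the plate's neutral control wells and 100% = double that signal; a rise in the Bmi1 reporter signal indicates esBAF inhibition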
# * hit, by the source's call; . = not tested or not shown.
# Screens in order – RAD52 inh, F508del corr, XiGFP reactiv, ERAP1 inh, GSIS activator, RAD54 branch, ARNT-TACC3 inh, esBAF inh
- COc1cc(OC)cc(C2C(C#N)=C(N)Oc3n[nH]c(-c4cccnc4)c32)c1 (configuration not stated)
→ -5.4, 0.6, ., 0.8, 9.7, -8.5, 4.6, 7.1
- COc1ccc(CNC(=O)COC(=O)c2ccc3ncsc3c2)cc1OC
→ -18.0, -2.4, -0.1, 6.8, ., -8.1, -0.3, 11.8
- COc1ccc(NC(=O)C2CCC2)cc1S(=O)(=O)Nc1cc(C)ccc1Br
→ -30.2, -1.4, -0.1, -0.9, -37.4, 9.4, -1.5, 2.3
- Cc1noc(C)c1NC(=O)Nc1ccc2c(c1)CC(=O)N([C@@H](C)CO)C[C@H](C)[C@@H](CN(C)S(=O)(=O)c1cn(C)cn1)O2
→ ., -6.1, -1.0, ., 20.0, 1.0, -8.2, -0.4
- O=C(OCc1nnc(-c2ccccc2)o1)C1CC(=O)N(CCc2ccccc2)C1 (configuration not stated)
→ -1.6, 0.3, 0.0, 1.1, -34.3, -2.6, 5.5, 9.1
- NS(=O)(=O)c1ccc(NC(=O)COC(=O)c2cnccn2)cc1
→ -2.7, 2.8, 0.0, -1.6, ., 3.5, -0.9, -9.5
- O=C(c1ccc2c(c1)OCO2)N1CC[C@@H]2[C@H]1c1cc(-c3ccccc3)ccc1N[C@@H]2CO
→ -1.7, 2.2, 0.3, -1.4, 24.5, 5.6, 3.3, -5.0
- CCC(C)c1ccc(NC(=O)Nc2cnccn2)cc1 (configuration not stated)
→ -1.7, 2.9, 0.3, 0.7, 0.5, -2.2, ., .
- CCOC(=O)c1sc(NC(=O)CSc2ncccn2)nc1C
→ -9.3, -0.9, 0.1, 0.4, -1.9, 3.9, -11.5, 4.5
- Cc1ccc(-n2nnnc2SCC(=O)NCC2(N3CCOCC3)CCCCC2)c(C)c1
→ -7.3, 0.6, -0.1, -0.5, -5.2, -3.0, 8.8, .
- S=C(Nc1ccc(N2CCOCC2)cc1)Nc1ccc2snnc2c1
→ -16.6, -1.2, -0.1, -0.2, -12.6, ., 1.3, .
- CN(C(=O)COC(=O)Cc1ccccc1[N+](=O)[O-])C1CCS(=O)(=O)C1 (configuration not stated)
→ -7.9, -0.2, 0.0, 1.9, 4.8, 2.5, -1.3, -4.1
- COc1ccc(NC(=O)Cc2coc3cc(C)ccc23)cn1
→ -20.2, -2.4, 0.0, 11.8, -0.9, ., -0.6, .
- O=C(Cc1cccs1)Nc1cc(S(=O)(=O)N2CCCCC2)ccc1Cl
→ -26.5, -1.2, 0.0, 0.7, 25.6, -9.1, -5.9, 1.8
- C[C@H](CO)N1C[C@H](C)[C@H](CN(C)Cc2ccc(-c3ccccc3)cc2)Oc2ccc(NC(=O)Cc3ccccc3)cc2C1=O
→ ., 3.4, 0.2, ., -26.4, ., ., -8.1
- CCOC(=O)C1(CCSC)NC(c2ccco2)C2C(=O)N(CC)C(=O)C21 (configuration not stated)
→ ., ., ., ., 18.3, -7.7, 0.5, 5.6
- CCC(=O)NC(=S)Nc1ccccc1C(=O)OC
→ ., ., 1.1, ., 11.9, 1.4, -4.5, -10.1
- C[C@@H]1CN([C@@H](C)CO)C(=O)c2cc(NS(=O)(=O)c3cccs3)ccc2O[C@@H](C)CCCCO[C@H]1CN(C)Cc1ccccc1
→ 17.3, -0.8, -0.1, 0.7, 25.7, ., ., .
- COc1ccccc1NC(=O)N1CC(=O)N2[C@@H](CO)[C@@H](c3ccc(C#Cc4ccc(F)cc4)cc3)[C@@H]2C1
→ -1.3, -1.6, 0.2, -0.2, -30.6, ., ., .
- O=C1[C@H]2[C@H](ON3CCCC[C@H]23)C(=O)N1c1ccc(Cl)cc1
→ -2.0, -0.9, 0.0, 1.5, 3.9, ., 0.4, .
- COc1ccc(Oc2cnc3ccccc3n2)cc1
→ -4.8, ., 0.1, 2.6, -3.3, ., -10.7, .
- Cc1cccc(NC(=O)c2cccnc2Cl)n1
→ -7.5, -3.1, 0.3, -7.2, 8.1, 21.9, ., 2.3
- CCC(C)[C@H](NC(=O)NCc1ccc(S(N)(=O)=O)cc1)C(=O)O (some centres not stated)
→ -8.7, 1.1, 0.0, 2.1, 10.1, 2.3, 2.4, -4.2
- COc1cccc(C#Cc2ccc([C@H]3[C@H]4CN(C(=O)c5ccccc5)CC(=O)N4[C@H]3CO)cc2)c1
→ 0.1, -0.8, 0.2, -1.5, -31.6, ., ., .
- CC1CCC(C(C)C)C(OC(=O)Cn2nnc3c(cnn3-c3ccccc3)c2=O)C1 (configuration not stated)
→ -16.9, -0.4, 0.0, 1.5, 5.3, -3.9, -11.3, .
- Cc1ccc(N/C(N)=N/c2nc(CSc3ccc(C)cc3)cc(=O)[nH]2)cc1
→ ., ., ., ., -4.6, -7.9, -0.2, -3.8
- COc1cc(OC)cc(C(=O)N[C@H](C(=O)Nc2nc(-c3cc(OC)ccc3OC)cs2)C(C)C)c1
→ -14.6, 1.1, 0.1, -0.1, -5.1, ., -7.2, .
- O=C(Nc1nc2ccc(F)cc2s1)c1ccccn1
→ -36.7, 0.8, 0.0, 4.2, 18.0, ., ., .
- CO[C@H]1CN(C)C(=O)c2ccc(NS(=O)(=O)c3ccc(C)cc3)cc2OC[C@@H](C)N(C)C[C@H]1C
→ 9.1, ., 0.4, -2.1, 8.7, -0.2, 0.4, 2.3
- CC(C)NC(=O)Nc1ccc2c(c1)CC(=O)N([C@H](C)CO)C[C@@H](C)[C@H](CN(C)CC1CCCCC1)O2
→ 3.8, 0.7, 0.2, 1.2, -1.8, -1.6, 9.4, 3.1

# (next part)
structure	RAD52 inh	F508del corr	XiGFP reactiv	ERAP1 inh	GSIS activator	RAD54 branch	ARNT-TACC3 inh	esBAF inh
C[C@@H]1CCCCO[C@@H](CN(C)Cc2ccc3c(c2)OCO3)[C@H](C)CN([C@@H](C)CO)C(=O)c2cc(NC(=O)CCCN(C)C)ccc2O1	-8.1	-1.0	0.0	0.1	20.8	9.6	6.0	-2.3
CCOC(=O)CN1C(=O)C(=O)N(Cc2c(Cl)cccc2Cl)C1=O	6.7	-0.6	0.0	-0.3	6.6	-2.3	-7.9	3.2
Cc1c(O)c2ccccc2oc1=O	-6.4	-1.2	0.0	.	0.3	.	-6.1	-3.3
CS(=O)(=O)c1ccc2nc(NC(=O)C3CCCCC3)sc2c1	-7.9	.	.	4.0	4.3	-0.6	-3.1	23.4
COc1ccc(CN2CCN(Cc3ccc(C)cc3)C(CCO)C2)cc1OC (configuration not stated)	-12.5	-0.5	-0.3	0.3	18.0	.	-1.8	.
COCC(=O)N1[C@H](CO)[C@H]2c3ccccc3N(C(=O)Nc3cc(F)ccc3F)C[C@H]21	-0.9	-2.7	0.4	-1.1	-4.1	-1.3	-0.9	-4.5
Cc1ccc(-c2ccc3c(c2)O[C@@H](CN(C)C(=O)CC2CC2)[C@@H](C)CN([C@H](C)CO)S3(=O)=O)cc1	25.6	-1.7	-0.7	3.8	-23.6	5.2	1.4	-6.4
COc1ccc(N(CC(=O)NCCc2ccccc2)C(=O)CCC(=O)Nc2nccs2)c(OC)c1	-7.8	1.1	0.0	-1.5	-6.2	-8.7	-5.2	-6.1
COc1ccc(CN(C)S(=O)(=O)c2nnc(NC(=O)c3cccc(F)c3)s2)cc1OC	-29.2	2.5	0.0	0.2	3.6	-5.8	-5.2	-6.8
COc1ccc(-c2ccc([C@H]3[C@@H](CO)N4C(=O)CN(Cc5ccccc5)C[C@@H]34)cc2)cc1	6.1	2.0	0.0	1.1	-8.4	.	.	.
O=C(C1CCN(S(=O)(=O)c2ccccc2)CC1)N1CCN(c2ccccc2F)CC1	2.5	0.8	-0.1	1.5	-22.5	-0.3	4.7	9.3
O=C(c1ccc(CS(=O)Cc2ccc(Cl)cc2)o1)N1CCN(C2CCCCC2)CC1 (configuration not stated)	0.3	-2.1	0.0	2.0	.	7.4	.	8.2
C/C=C/c1ccc(C2[C@@H]3CN(Cc4cc(OC)cc(OC)c4)C[C@H]2N3)cc1 (some centres not stated)	39.1	-0.6	0.0	2.4	-8.7	.	.	.
CCN(CC)C(=O)CSc1nnc(CNc2ccc(F)cc2)n1-c1ccccc1	-8.2	-0.9	.	5.4	-3.9	3.9	2.0	-0.9
O=C(CN1CCCC1)N1CCN(c2ccccc2)CC1	-19.3	0.7	0.6	-2.3	-8.8	-0.5	-2.6	13.4
CCCNc1nc(C)cc(-c2cc(C(=O)Nc3ccccc3)on2)n1	-44.4	0.2	0.0	1.3	-2.5	6.4	-5.8	5.0
CO[C@H]1CN(C)C(=O)c2cc(NC(=O)c3ccccc3F)ccc2OC[C@@H](C)N(CC2CCOCC2)C[C@H]1C	9.5	-3.4	-0.1	-0.9	0.8	2.0	-1.8	-8.4
Cc1ccc(S(=O)(=O)CCC(=O)Nc2nc(-c3ccccn3)cs2)cc1	-43.6	-4.6	0.2	-5.0	-7.6	4.5	80.3*	20.8
Cc1c(NC(=O)CSc2n[nH]c(=O)n2-c2ccccc2)c(=O)n(-c2ccccc2)n1C	-7.6	-2.1	0.0	1.4	6.0	.	17.3	.
CC(=O)CCC(=O)N1CCCC(CNC(=O)c2ccc(-c3ccccc3)cc2)C1 (configuration not stated)	-17.2	-2.3	0.0	3.2	-5.2	.	-3.8	22.7
Cc1ccccc1CNC(=O)CCCn1ncn2c(cc3occc32)c1=O	-6.7	-1.4	0.0	-1.9	1.7	-17.8	1.8	-0.5
NS(=O)(=O)c1cc2c(cc1Cl)NC(CSCc1ccccc1)=NS2(=O)=O	1.7	4.8	0.2	-2.9	-6.0	-7.3	0.5	5.8
COc1ccc(Cl)cc1S(=O)(=O)NC(C)C(=O)NCc1ccncc1 (configuration not stated)	-3.3	2.3	0.3	0.6	3.6	-6.0	0.9	3.0
COc1cc(/C=C/C=C2/CC/C(=C/C=C/c3ccc(O)c(OC)c3)C2=O)ccc1O	-38.3	-0.5	0.0	4.5	-8.2	.	-1.0	.
O=C(O)CCN1C(=O)C2C3CC(C2C1=O)C1C(c2ccccc2)c2sc(=O)[nH]c2SC31 (configuration not stated)	-22.8	1.2	0.2	-7.7	-1.7	.	-3.4	.

# Part of the list above in order of length of the SMILES, highest first.
structure	RAD52 inh	F508del corr	XiGFP reactiv	ERAP1 inh	GSIS activator	RAD54 branch	ARNT-TACC3 inh	esBAF inh
CO[C@H]1CN(C)C(=O)c2cc(NC(=O)c3ccccc3F)ccc2OC[C@@H](C)N(CC2CCOCC2)C[C@H]1C	9.5	-3.4	-0.1	-0.9	0.8	2.0	-1.8	-8.4
O=C(O)CCN1C(=O)C2C3CC(C2C1=O)C1C(c2ccccc2)c2sc(=O)[nH]c2SC31 (configuration not stated)	-22.8	1.2	0.2	-7.7	-1.7	.	-3.4	.
CC(=O)CCC(=O)N1CCCC(CNC(=O)c2ccc(-c3ccccc3)cc2)C1 (configuration not stated)	-17.2	-2.3	0.0	3.2	-5.2	.	-3.8	22.7
NS(=O)(=O)c1cc2c(cc1Cl)NC(CSCc1ccccc1)=NS2(=O)=O	1.7	4.8	0.2	-2.9	-6.0	-7.3	0.5	5.8
CCCNc1nc(C)cc(-c2cc(C(=O)Nc3ccccc3)on2)n1	-44.4	0.2	0.0	1.3	-2.5	6.4	-5.8	5.0
